Casp6 inh – blocks human caspase-6 cleavage activity; AID 686996; purified caspase-6, Z-VEID-R110 cleavage fluorescence; actives 0.53% (n = 350,000); inhibition, % at 12.5 µM;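 active = mean inhibition across replicates at least about 35%, with every replicate also reaching that limit, limit read from the data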;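 also: 0% = median of neutral control wells and 100% = no fluorescence left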
esBAF inh – SWI/SNF esBAF complex inhibition. mouse ES cells, Bmi1-luciferase knock-in reporter, 24 h; 100% = twice the neutral-well signal. reporter increase, % at 12.5 µM. actives 2% (n = 350,000); in the data active = activation above about 40%;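 also: 0% = median of the plate's neutral control wells and 100% = double that signal; a rise in the Bmi1 reporter signal indicates esBAF inhibition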
PglD DTNB – blocks C. jejuni PglD acetyltransferase activity; purified PglD enzyme, DTNB colorimetric CoA detection; inhibition, % at 12.5 µM; actives 0.098% (n = 360,000); in the data active = inhibition above about 16%, passing the limit was not always enough; also: strong numbers were not always called active
RAD52 inh – RAD52 (human) annealing inhibition; actives 0.46% (n = 360,000); AID 651710; inhibition, % at 18.7 µM; recombinant RAD52 DNA annealing, FRET fluorescence; P43351;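 active = every replicate showing at least 50% inhibition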
Target sequence (P43351 whole entry, looked up): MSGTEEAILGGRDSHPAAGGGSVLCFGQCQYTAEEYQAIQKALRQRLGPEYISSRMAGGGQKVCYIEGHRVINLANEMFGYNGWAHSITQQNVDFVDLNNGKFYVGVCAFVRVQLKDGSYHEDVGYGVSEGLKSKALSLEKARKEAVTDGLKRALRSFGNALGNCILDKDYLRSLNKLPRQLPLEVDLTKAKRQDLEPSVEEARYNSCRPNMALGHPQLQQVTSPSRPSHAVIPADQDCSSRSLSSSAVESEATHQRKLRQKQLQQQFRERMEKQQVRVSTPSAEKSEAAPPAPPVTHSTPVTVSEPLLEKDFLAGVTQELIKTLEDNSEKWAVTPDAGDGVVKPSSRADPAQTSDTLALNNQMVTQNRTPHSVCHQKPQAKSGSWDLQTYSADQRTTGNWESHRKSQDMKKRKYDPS
ERp5 inh – ERp5 (human) disulfide isomerase inhibition; inhibition, % at 9.99 µM; actives 0.05% (n = 350,000); ERp5 insulin aggregation, absorbance 650 nm, 90 min;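 active = mean replicate inhibition above about 25%, with every replicate also reaching it, limit read from the data, passing the limit was not always enough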
Target sequence (Q15084 whole entry, looked up): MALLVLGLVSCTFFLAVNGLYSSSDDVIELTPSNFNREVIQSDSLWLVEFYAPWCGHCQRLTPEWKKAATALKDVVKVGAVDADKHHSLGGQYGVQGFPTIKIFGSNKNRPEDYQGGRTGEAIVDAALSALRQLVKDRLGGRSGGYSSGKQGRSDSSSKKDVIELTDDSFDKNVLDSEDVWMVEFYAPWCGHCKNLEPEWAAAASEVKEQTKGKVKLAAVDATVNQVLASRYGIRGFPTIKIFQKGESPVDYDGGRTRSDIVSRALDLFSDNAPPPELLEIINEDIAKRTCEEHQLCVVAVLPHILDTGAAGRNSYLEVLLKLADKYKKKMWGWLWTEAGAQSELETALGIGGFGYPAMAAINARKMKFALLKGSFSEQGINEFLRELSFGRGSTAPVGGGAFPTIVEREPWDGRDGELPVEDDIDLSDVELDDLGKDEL
ARNT-TACC3 inh – ARNT/TACC3 interaction disruption. AID 623870. AlphaScreen His-ARNT PAS-B/GST-TACC3 binding, luminescence; TACC3 fragment carries E629A point mutation. Q9Y6A5. inhibition, % at 9.99 µM. actives 0.66% (n = 390,000);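 active = mean inhibition of replicates at least 50% and at least half of replicates each reaching 50%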;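 also: 0% = complete ARNT plus TACC3 wells and 100% = ARNT alone without TACC3; many hits fall short of the cut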
E-selectin induc – induces E-selectin expression in human endothelial cells | P16581 | HUVEC E-selectin immunofluorescence imaging; normalized: neutral wells 0, TNF-alpha wells 100 | activation, % at 7.58 µM | actives 0.37% (n = 260,000) | AID 686992;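 active = mean E-selectin-positive cell signal at least 10% of the positive control, reached in at least 60% of replicates, without over 20% cell loss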;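 also: in these data hits start at about 27%; measured in HUVEC primary endothelial cells; signal is the percent of cells scored E-selectin positive by PE staining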
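Read-out: % PE-positive cells | Test system: HUVEC | Doses: One compound dose added by pin transfer | Buffer or medium: EGM-2 over gelatin coat | Signal: Immunofluorescence imaging | Benchmarks: TNF-alpha, DMSO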
RAD54 branch – inhibitors of human RAD54 branch migration. RAD54 Holliday junction branch migration, FAM/BHQ fluorescence. Q92698. inhibition, % at 10.4 µM. actives 0.14% (n = 360,000);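 active = mean normalized replicate activity at least 40 and at least half of replicates scoring 40 or more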;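 also: 0% = median of neutral control wells and 100% = median of positive control wells; inhibitors cause a drop in the FAM fluorescence signal; in these data hits start at about 50%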
An asterisk follows results filed as active; / = not tested or not shown; & = joins results of further samples.

SMILES,Casp6 inh,esBAF inh,ERp5 inh,ARNT-TACC3 inh,E-selectin induc,PglD DTNB,RAD52 inh,RAD54 branch
COc1ccccc1CN1CCNC(=O)C1CC(=O)N(C)C1CCOCC1 (centres undefined),0.9,-8.7,2.7,/,/,-4.6,-15.9,5.5
O=C(CCCCCN1C(=O)c2ccccc2C1=O)Nc1ccc2c(c1)OCCO2,/,-13.3,/,-22.3,/,1.4,/,5.8
C[C@@H](NC(=O)C[C@H]1CC[C@H]2[C@@H](COC[C@H](O)CN2C(=O)Nc2ccccc2)O1)c1ccccc1,1.5,6.7,-11.4,-4.1,0.0,-0.9,3.4,1.0
C[C@H]1CCCCO[C@H](CN(C)C(=O)Nc2ccc(C(F)(F)F)cc2)[C@@H](C)CN([C@@H](C)CO)C(=O)c2cc(NC(=O)Cc3ccccc3)ccc2O1,/,4.8,/,-2.6,0.0,2.8,/,-2.9
CC(C)(C)c1csc(Sc2ccc([N+](=O)[O-])cn2)n1,1.7,/,/,2.4,/,4.1,-3.9,1.7
CS(=O)(=O)N1CCC(Oc2ccccc2C(=O)N2CCCCC2CO)CC1 (centres undefined),-0.4,5.5,1.0,-0.9,5.7,5.9,-8.7,0.4
CCOC(=O)[C@]12CCCC=C1N(CCc1ccc(OC)c(OC)c1)C(=O)[C@H](CC(=O)NCCCN1CCCC1=O)C2,0.9,/,1.6,/,-0.3,/,-10.2,/
O=C1CNC[C@H]2[C@H](c3ccc(-c4ccccc4F)cc3)[C@@H](CO)N12,-0.1,/,5.5,/,-0.1,/,-27.4,/
Cc1nn(-c2ccccc2)c2sc(C(=O)N3CCCCC3)cc12,/,44.7*,/,1.1,/,1.2,/,6.9
Cc1ccccc1OCC(=O)Nc1nnc(S(=O)(=O)N2CCCC2)s1,-0.1,1.6,-0.6,-1.6,0.1,2.2,-22.8,0.1
CCCC(=O)Nc1ccc(Cc2ccc(NC(=O)CCC)c(C(=O)O)c2)cc1C(=O)O,-1.4,-2.3,3.9,-4.5,0.0,/,-22.5,/
COc1ccc(S(=O)(=O)Nc2ccc(N3CCOCC3)cc2)cc1Br,/,0.1,/,4.1,/,-1.6,/,-6.3
C[C@H](CO)N1C[C@H](C)[C@H](CN(C)C(=O)Nc2cccc3ccccc23)OCCCC[C@H](C)Oc2ccc(NC(=O)c3ccccc3)cc2C1=O,0.3,16.9,-5.0,5.6,/,1.9,-1.1,-1.2
C/C=C/c1ccc2c(c1)O[C@H](CN(C)S(=O)(=O)c1ccccc1)[C@H](C)CN([C@@H](C)CO)S2(=O)=O,0.4,-15.1,-7.7,3.0,0.2,1.7,14.4,0.4
CN1CCC(=NNC(=O)CN(c2ccccc2)S(=O)(=O)c2ccccc2)CC1,-0.5,-5.8,0.7,-3.0,0.4,5.7,-1.6,11.7
O=C(CN1C(=O)CSc2ccc(S(=O)(=O)N3CCOCC3)cc21)NCc1cccnc1,-1.7,/,10.9,0.1,1.4,/,-7.9,/
O=C1COc2ccc(C(=O)COC(=O)CNC(=O)C3CCCCC3)cc2N1,-1.7,-0.9,2.9,-1.5,0.1,-2.8,-10.0,0.5
CN1C(=O)C2(OCC(COc3ccc(Cl)cc3)O2)c2ccccc21 (centres undefined),/,-8.2,/,0.2,/,1.9,/,-2.8
O=S(=O)(NCc1ccco1)N1CCCCCC1,/,2.9,/,-2.6,/,1.7,/,-2.7
O=C(CCC(=O)c1ccc(Cl)cc1)OCn1nnc2ccccc2c1=O,0.5,-5.8,3.8,1.5,/,-4.7,-0.1,12.8
CC(=O)NC(CC(=O)OCC(=O)c1c(N)n(CC(C)C)c(=O)n(C)c1=O)c1ccccc1 (centres undefined),1.8,/,-0.8,/,-0.3,/,-11.9,/
CO[C@H]1CN(C)C(=O)c2ccc(NS(=O)(=O)c3cn(C)cn3)cc2OC[C@@H](C)NC[C@H]1C,1.4,/,0.3,/,-0.1,/,-12.4,/
O=C(O)c1cc2ccc3cccc4ccc(c1)c2c34,-1.3,-3.3,-11.3,-4.6,/,2.8,-13.8,7.3
O=C(COC(=O)c1ccco1)NC1CCCC1,0.3,0.3,4.4,-5.8,/,4.7,-9.9,-12.6
Cc1cccc(N2CCN(CCNC(=O)c3cc4c(s3)CS(=O)(=O)C4)CC2)c1C,-0.5,-6.7,4.0,-0.8,/,0.6,-15.9,2.0
O=C(Nc1nncs1)c1cccc(S(=O)(=O)N2CCc3ccccc32)c1,1.0,2.5,2.6,-4.2,/,-2.4,-11.6,-1.3
CCn1nc(C)cc1C(=O)NC1CC(C)(C)Cc2c1cnn2-c1cccc(F)c1 (centres undefined),1.5,8.2,1.3,0.3,-0.3,1.0,-5.9,-1.3
O=C(O)c1ccc[nH]c1=S,3.4,1.2,-1.1,-1.3,0.7,-0.4,-20.2,3.6
Cc1[nH]c2ccccc2c1C(c1ccccn1)N1CCCC1 (centres undefined),-1.6,/,-0.7,9.9,-1.3,/,-19.1,/
COc1ccccc1CN(Cc1nc2ccccc2c(=O)[nH]1)C(=O)Nc1ccc(C)cc1,5.4,10.7,-0.3,2.2,/,1.1,-15.5,0.3
Cc1ccc(S(=O)(=O)N(C)C)cc1NC(=O)COC(=O)/C=C/c1cccs1,2.7,-3.5,2.0,-3.9,/,0.5,-6.5,0.2
O=c1c(O)c(-c2ccc(O)c(O)c2)oc2cc(O)ccc12,65.5*,24.8,2.5,23.9,/,-5.6,-8.3,15.9
COc1ccccc1CNC(=O)C[C@H]1CC[C@H](NC(C)=O)[C@H](CO)O1,1.7,-1.0,-0.9,-3.1,-0.4,-1.0,6.1,7.9
CS/C(=N\S(=O)(=O)c1cccs1)NC(=O)CSc1nc2ccccc2s1,11.1,25.0,2.6,5.5&-1.0,-0.1,-1.0,-123.7,-16.8
COc1ccccc1N1CCN(S(=O)(=O)CCNC(=O)C23CC4CC(CC(C4)C2)C3)CC1,0.0,7.0,2.3,-12.0,/,3.2,-10.5,-4.1
Cc1ccc(C2=NN3C(=O)c4ccccc4C3C2)cc1 (centres undefined),7.2,39.4,1.5,1.5,0.0,/,-6.3,/
CCN(CC)C(=O)c1ccc2nc([C@H]3C[C@H](O)[C@@H](CO)O3)[nH]c2c1,-1.8,5.9,-5.1,/,0.0,-5.9,0.8,-4.8
C[C@@H]1CN([C@H](C)CO)C(=O)c2cc(C3=CCCC3)cnc2O[C@@H]1CN(C)S(=O)(=O)c1cn(C)cn1,0.3,-2.6,-0.8,-2.3,0.3,-0.1,-1.7,14.3
O=C(O)c1cc(O)ccc1NC(=O)C1CCCO1 (centres undefined),0.7,-3.3,3.6,5.9,0.0,3.1,-4.1,-1.1
Cc1c(NC(=O)c2c(F)cccc2F)c(=O)n(-c2ccccc2)n1C,/,-5.4,/,-10.3,/,7.6,/,11.9
Cc1cc(C)cc(NC(=O)COC(=O)COc2ccc(N(C)S(=O)(=O)c3cccs3)cc2)c1,-4.8,-6.8,1.6,-4.4,/,-5.1,0.3,-3.2
Cc1ccc(S(=O)(=O)Nc2ccc3c(c2)C(=O)N([C@H](C)CO)C[C@H](C)[C@@H](CN(C)Cc2ccccc2)OCCCC[C@@H](C)O3)cc1,/,-1.3,/,3.1,/,-1.3,/,7.3
COc1ccc(C2N(C(=O)C(F)(F)F)C(C)CN2S(=O)(=O)c2ccc(C)cc2)cc1 (centres undefined),-0.4,-2.3,-1.4,-2.3,/,-3.9,-8.0,1.3
COc1ccc(NC(=O)Nc2ccc3c(c2)CC(=O)N([C@H](C)CO)C[C@@H](C)[C@H](CN(C)S(C)(=O)=O)O3)cc1,-0.3,-0.5,-10.8,4.1,/,-0.8,-4.6,-3.1
Cc1cc(C)cc(N)c1,-8.2,0.4,-1.7,/,/,1.0,-7.3,-3.8
COc1ccccc1N1CCN(c2ccc(-c3ccccc3)nn2)CC1,/,-43.7,/,0.8,/,-2.6,/,4.8
C[C@@H]1CN([C@@H](C)CO)C(=O)c2cccc(NC(=O)c3ccc(-c4nccs4)cc3)c2O[C@@H]1CN(C)C(=O)Nc1ccc(F)cc1,0.3,-4.9,-1.2,8.1,17.4,-2.8,-15.7,1.2
COc1ccc(N(CC(=O)N2CCOCC2)S(C)(=O)=O)cc1,-0.4,-1.5,1.5,-8.0,-0.1,-9.1,-1.3,-10.4
CCc1nc2ccc(C(=O)NCCCN3CCCC3=O)cn2c1N(C)C(=O)C1CCCCC1,0.1,-1.0,9.5,/,-0.2,-1.7,4.3,-11.9
CC(=O)OCc1c(C(F)(F)F)nn(C)c1Sc1ccccc1,/,-1.0,/,-1.2,/,-1.8,/,-6.3

Carrying on:
SMILES,Casp6 inh,esBAF inh,ERp5 inh,ARNT-TACC3 inh,E-selectin induc,PglD DTNB,RAD52 inh,RAD54 branch
CC(C)(C)OC(=O)NCCc1onc(-c2cccc([N+](=O)[O-])c2)c1C(=O)O,0.6,2.0,1.1,/,3.7,/,-13.9,/
Cc1ccc(CSC2=Nc3sccc3C3=NC(=O)CN23)cc1,/,7.5,/,11.1,/,2.9,/,-8.4
CCC(CC)C(=O)Nc1c2c(nn1-c1ccc(OC)cc1)CS(=O)(=O)C2,0.5,5.8,-2.1,-10.9,/,1.4,-12.3,-11.3
Cc1cccc(S(=O)(=O)N2CCCCN3[C@H](CO)[C@@H](c4ccc(-c5ccccc5)cc4)[C@H]3C2)c1,1.8,/,-2.1,27.9,/,-3.4,52.5*,0.2
COc1ccc(NC(=O)N(C)C[C@H]2OCCCC[C@@H](C)Oc3ccc(NC(=O)c4ccccc4)cc3C(=O)N([C@@H](C)CO)C[C@@H]2C)cc1,-2.0,6.6,3.9,-2.6,-0.2,-0.8,-39.3,5.7
O=C(C1CCC(CNc2c(N3CCCCC3)c(=O)c2=O)CC1)N1CCCC1 (centres undefined),-1.5,-5.0,-0.9,-3.9,0.9,8.0,-8.2,-7.3
CCOC(=O)N1CCC(Nc2c(NCCN3CCN(c4cccc(Cl)c4)CC3)c(=O)c2=O)CC1,0.6,-41.6,-10.4,-1.1,1.1,3.1,-2.9,-0.4
C=C(C)COc1ccc(-c2n[nH]c(C)c2-c2ccccc2OC)c(O)c1,/,-0.3,/,3.3,/,0.9,/,4.4
COc1ccccc1CNC(=O)c1ccc(S(=O)(=O)N2CCCC2)cc1,/,2.0,/,-2.9,/,-5.2,/,1.6
CC(=O)N(C)C[C@@H]1Oc2cc(-c3cncnc3)ccc2S(=O)(=O)N([C@@H](C)CO)C[C@H]1C,-3.9,3.6,-1.3,-12.1,-0.4,-2.8,15.6,7.2
COCC#Cc1ccc2c(c1)O[C@@H](CN(C)C)[C@H](C)CN([C@H](C)CO)S2(=O)=O,-0.6,1.6,6.7,-4.0,0.0,0.4,-3.5,0.7
COc1ccc(C(=O)OCC(=O)c2cc(OC)ccc2OC)c(OC)c1,/,17.8,/,-5.3,/,-8.5,/,4.4
CC(Oc1ccccc1)C(=O)N1CCN(c2ncccn2)CC1 (centres undefined),1.8,10.2,1.7,/,/,0.0,11.5,2.8
COC(=O)C[C@@H]1CC[C@H]2[C@@H](COC[C@@H](O)CN2C(=O)Nc2cccc(F)c2)O1,-0.8,26.7,0.4,-21.2,-0.1,3.4,-3.8,6.0
Cc1ccc(N(CC(=O)NCCSCc2ccco2)S(=O)(=O)c2ccc(C)cc2)cc1,/,-0.5,/,3.4,/,-7.3,/,-3.2

Exported as labelled records: 2 of the compounds above.
compound: COCC#Cc1ccc2c(c1)O[C@@H](CN(C)C)[C@H](C)CN([C@H](C)CO)S2(=O)=O
  Casp6 inh: -0.6; esBAF inh: 1.6; ERp5 inh: 6.7; ARNT-TACC3 inh: -4.0; E-selectin induc: 0.0; PglD DTNB: 0.4; RAD52 inh: -3.5; RAD54 branch: 0.7

compound: CC(Oc1ccccc1)C(=O)N1CCN(c2ncccn2)CC1 (centres undefined)
  Casp6 inh: 1.8; esBAF inh: 10.2; ERp5 inh: 1.7; ARNT-TACC3 inh: /; E-selectin induc: /; PglD DTNB: 0.0; RAD52 inh: 11.5; RAD54 branch: 2.8
